# EP2 antag = blocks the human prostaglandin E2 receptor EP2; P43116; C6 glioma cells expressing human EP2, cAMP TR-FRET; cells stimulated with saturating PGE2; inhibition, % at 25 µM; 260,000 compounds, 0.52% hits;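 active = percent inhibition above 40 after rounding to a whole number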;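 also: rat C6 glioma host cells with rolipram phosphodiesterase inhibitor present; the protocol text gives 20 µM as final concentration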
# Target sequence (P43116 whole entry, looked up): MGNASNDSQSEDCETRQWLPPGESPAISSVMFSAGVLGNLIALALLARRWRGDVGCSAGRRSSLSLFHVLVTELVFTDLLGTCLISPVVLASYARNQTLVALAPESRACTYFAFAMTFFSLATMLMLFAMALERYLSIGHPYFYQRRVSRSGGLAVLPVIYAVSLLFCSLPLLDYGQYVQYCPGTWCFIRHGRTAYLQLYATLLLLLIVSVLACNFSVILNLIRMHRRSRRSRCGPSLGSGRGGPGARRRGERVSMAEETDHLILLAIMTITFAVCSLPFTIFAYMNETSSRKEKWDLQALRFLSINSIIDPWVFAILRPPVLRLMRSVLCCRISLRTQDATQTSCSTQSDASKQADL
# Tb hexokinase = blocks Trypanosoma brucei hexokinase 1 activity; 220,000 compounds, 0.11% hits; inhibition, % at 10 µM; AID 1430; recombinant TbHK1, G6PDH-coupled NADH A340;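 active = inhibition of 50% or more in the single-dose primary screen; inactive = inhibition below 50%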
# PPC-1+TRAIL kill = compounds killing PPC-1 cancer cells with TRAIL present (potentiator screen, no TRAIL-free arm). PPC-1 cells + TRAIL, ATPLite viability luminescence. cell killing (% activity), % at 4 µM. 220,000 compounds, 0.41% hits. AID 1443;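 active = cell killing above 50% in the first pass at 4 µM, then a duplicate retest at 5 µM averaging 50% or more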;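 also: plate controls were cells with TRAIL plus DMSO for no effect and medium-only wells lacking cells for full effect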
# RBBP9 inhibitor = inhibitors of human serine hydrolase RBBP9; O75884; recombinant RBBP9, FP-Rh probe fluorescence polarization; inhibition, % at 7.94 µM; 220,000 compounds, 0.2% hits; AID 1515;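 active = inhibition above the campaign mean of all tested compounds plus 3 SD, cut at about 14% in these data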;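 also: plate controls were DMSO wells with RBBP9 for no effect and wells lacking RBBP9 protein for full effect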
# Target sequence (O75884 whole entry, looked up): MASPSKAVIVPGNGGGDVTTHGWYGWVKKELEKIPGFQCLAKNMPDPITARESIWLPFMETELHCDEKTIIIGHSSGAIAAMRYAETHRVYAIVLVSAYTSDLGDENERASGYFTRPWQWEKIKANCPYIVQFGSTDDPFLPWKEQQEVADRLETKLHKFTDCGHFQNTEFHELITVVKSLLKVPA
#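 Measured by – fluorescence polarization · Test system – RBBP9 protein · Input – 2.5 µM RBBP9 dispensing solution, before mixing · Measure – percent inhibition from mP, scaled between DMSO and no-protein wells · Benchmarks – DMSO-treated enzyme wells and wells lacking RBBP9 · Times – preincubation 30 min plus labeling 45 min at 25 °C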
# Ba/F3 V617F tox = loss of viability in JAK2V617F-driven Ba/F3 cells; inhibition, % at 5.6 µM; 220,000 compounds, 1.1% hits; AID 1446; Ba/F3 EpoR-JAK2V617F viability, ATP luminescence;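 active = inhibition above the campaign mean plus 3 SD over all tested compounds, cut at about 24% in these data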;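 also: cytokine-independent growth of Ba/F3 cells driven by EpoR plus mutant JAK2; 0% = DMSO-treated cells and 100% = JAK inhibitor I control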
# Furin inh = inhibitors of human furin; 220,000 compounds, 0.061% hits; inhibition, % at 30 µM; P09958; purified furin, fluorogenic substrate cleavage; in the data active = inhibition above about 25%; also: inactives centre near -15
# p47phox inh = inhibitors of human p47phox binding | p47phox/p22phox peptide binding, fluorescence polarization, 2 h | inhibition, % at 24.7 µM | 220,000 compounds, 0.53% hits | AID 1274;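 active = inhibition above about 30%, limit read from the data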;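 also: 0% = p47phox with labelled peptide and 100% = labelled peptide alone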
# Target sequence (P14598 whole entry, looked up): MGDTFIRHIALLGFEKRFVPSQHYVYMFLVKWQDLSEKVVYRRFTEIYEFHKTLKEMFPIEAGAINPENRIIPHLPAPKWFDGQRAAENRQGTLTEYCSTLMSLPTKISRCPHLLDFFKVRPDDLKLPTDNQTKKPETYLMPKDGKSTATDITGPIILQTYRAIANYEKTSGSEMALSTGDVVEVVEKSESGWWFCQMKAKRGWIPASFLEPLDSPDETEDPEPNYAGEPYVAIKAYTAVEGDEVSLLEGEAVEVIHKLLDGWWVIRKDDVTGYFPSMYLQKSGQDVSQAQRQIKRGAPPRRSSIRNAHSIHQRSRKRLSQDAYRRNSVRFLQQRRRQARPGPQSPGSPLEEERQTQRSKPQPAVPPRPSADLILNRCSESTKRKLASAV
# p97 ATPase inh = blocks human p97 ATPase activity; P55072; recombinant p97 ATPase, Kinase-Glo ATP luminescence, 3 h; inhibition, % at 8 µM; 220,000 compounds, 0.42% hits; AID 1481; in the data active = inhibition above about 15%;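 also: 0% = DMSO vehicle and 100% = wells lacking enzyme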
# BaF3 tox = counter-screen for JAK2V617F inhibitors: parental Ba/F3 viability inhibitors; CellTiter-Glo ATP luminescence; AID 1486; 220,000 compounds, 1.1% hits; inhibition, % at 5.6 µM;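 active = inhibition above a per-campaign cutoff, the mean inhibition of all tested compounds plus 3 SD, cut at about 27% in these data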;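 also: 0% = DMSO wells and 100% = JAK Inhibitor I control wells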
# Starred values were filed as active, the others as inactive; x = no result given; & = joins results of further samples; [ ] = remark or other dose. Some of the compounds tested; the hit share may differ from the screen's.
SMILES,EP2 antag,Tb hexokinase,PPC-1+TRAIL kill,RBBP9 inhibitor,Ba/F3 V617F tox,Furin inh,p47phox inh,p97 ATPase inh,BaF3 tox
CCCOc1ccc2c3c(c(=O)oc2c1OCCC)CCCC3,16,2,9,-4,5,-1[20 µM],-9,-7,8
COc1ccc(/C=C/C(=O)NCCc2ccc(S(N)(=O)=O)cc2)cc1,7,29,21,-5,1,-3,1,2,5
COc1ccc(C2(CNC(=O)CCC(=O)O)CCCC2)cc1,8,6,12,-3,-1,-24[20 µM],2,1,4
COc1cc(OC)cc(C(=O)N[C@H](C(=O)OCC(=O)Nc2ccc(OC)c(OC)c2)C(C)C)c1,7,-1,6,-7,-3,-24,-2,0,5
O=C(CN1CC(=O)Nc2ccccc21)NCCc1ccc(Cl)cc1Cl,7,-1,x,1,-1,-18,-11,3,1
Cc1cccc2cc(C(c3nnnn3CC3CCCO3)N3CCCC4(CCCCC4)C3)c(=O)[nH]c12 (stereo not given),9,3,-7,-4,1,1,-20,6,4
CC(C)(C)c1ccc(NC(=O)NCc2ccco2)cc1,5,6,17,8,3,-20,-3,5,7
CN1CC=C2C(C#N)=C(N)C(C#N)(C#N)C(c3cccc(Cl)c3Cl)C2C1 (stereo not given),18,-10,17,-4,0,-21,-16,5,4
C#CCOc1ccccc1C(N)=O,9,-5,6,-12,-3,-22,-3,5,-7
O=C(COC(=O)c1ccc(O)cc1)Nc1ccc(OC(F)F)cc1,11,3,29,-9,-2,-31,-14,2,7
Cn1cc(CN2CCCC(C(=O)c3cccs3)C2)c(-c2cccc(Cl)c2)n1 (stereo not given),18,-2,15,-6,2,-30,-10,-4,10
CC(C)(CO)Nc1nc(N2CCCC2)nc(N2CCCC2)n1,10&4,0,3,5,-5,-19[20 µM],-4,-1,2
Cc1ccc2c(c1)[C@H]1OCC[C@H]1[C@@H](c1ccncc1)N2,4,-1,14,-6,-3,-24,-7,4,6
COc1cc(C(=O)NNC2=CC(=O)CC(C)(C)C2)cc(OC)c1OC,5,-22,-5,-7,2,-19,-6,4,7
COC(=O)c1cc(OC)c(OC)cc1NC(=O)CCCCCN1C(=O)CCC1=O,14,-6,15,2,-5,-16[20 µM],9,-2,1
Cc1ccc(OCC(O)CN2CC3(C)CC2CC(C)(C)C3)cc1 (stereo not given),4,4,5,-10,-3,-21,-5,-2,4
COc1ccc(Cn2cnc3c(N)c(C)c(C)cc32)cc1,6,-4,-5,-4,-1,-25,-8,2,7
Cc1cccc(C)c1OCC(=O)N/N=C/c1cccn1C,9,-21,-8,8,-5,16[20 µM],-11,7,3
Cc1occc1C(=O)Nc1ccc2c(c1)OCCO2,5,-3,32,10,6,-16[20 µM],-8,-3,5
O=C(c1cccc([N+](=O)[O-])c1)N1CCCN(C(=O)c2cccc([N+](=O)[O-])c2)CC1,8,-7,-10,-6,-4,-17,-2,4,5
Cc1ccccc1Cn1nc(C)c(NC(=O)c2sc3ccccc3c2Cl)c1C,8,5,4,4,-2,-8[20 µM],5,-1,3
O=C(Nc1ccc(F)cc1F)NC1CC(=O)N(Cc2ccccc2)C1 (stereo not given),3,-5,2,-10,-2,-18,-12,1,5
O=C(NCc1ccco1)c1ccc2c(c1)CCO2,5,-3,4,-10,3,0,-7,-2,0
Cc1nn(Cc2ccccc2)c(C)c1NC(=O)CSc1nc(-c2ccccc2)nc2c1cnn2-c1ccccc1,x,0,10,-6,-4,-16[20 µM],32*,2,-1
Cc1cccc(-n2cc(CNCCc3nc(C)cc(C)n3)c(-c3cccc(F)c3)n2)c1,13,-2,16,-7,1,-19,-22,-3,2
O=C(CCN1C(=O)C2(OCCO2)c2ccccc21)c1ccccc1,14,1,1,-6,4,-10,-7,-2,10
Cc1nc(-c2ccc(Br)cc2)ccc1C(=O)O,2,2,30,2,0,-15,1,3,3
CCN(CC)CCN1C(=O)C(O)=C(C(C)=O)C1c1ccc(OC)c(OC)c1 (stereo not given),13,-10,13,3,-2,-18,-1,3,0
CC(=O)N1CCc2cc(S(=O)(=O)NC(CC(C)C)C(=O)N3CCc4ccccc4C3)ccc21 (stereo not given),5,-1,9,-3,-2,-17,2,0,6
O=C(COc1ccccc1)Nc1cccc2nsnc12,9,-4,0,-10,-3,-25,-29,7,3
O=C1NC(=O)/C(=C\c2ccc(O)cc2O)S1,6,-14,8,0,-2,-12,-16,5,-3
CCc1ccc(NC(=O)C(CC)c2ccccc2)cc1 (stereo not given),17,-3,10,-10,-1,-17,-3,-2,3
Cc1onc(-c2ccccc2)c1C(=O)Nc1nnc(-c2ccncc2)s1,11,-32,10,2,-2,-20[20 µM],-15,4,6
CC(NC(=S)NCCN1CCOCC1)C12CC3CC(CC(C3)C1)C2 (stereo not given),-3,-1,43,-4,0,-16,-3,1,6
COc1ccc(-c2cccc(C3CC=CC4C3C(=O)N(Cc3ccccc3)C4c3ccc4ccccc4c3)c2)cc1 (stereo not given),18,-22,14,x,x,-29,-33,x,x
CCCC(c1nnnn1Cc1ccc(F)cc1)N1CCN(CC)CC1 (stereo not given),5,-3,x,0,-1,-1,-4,3,8
CCC(OC(=O)c1ccco1)C(=O)NCc1ccc(C)cc1 (stereo not given),6,3,-5,-1,-1,-30,-2,5,9
COc1ccc(-c2nc(CS(=O)CC(=O)NCc3ccc4c(c3)OCO4)c(C)o2)cc1 (stereo not given),11,-7,20,-6,1,-23,-6,-3,8
Cc1ccc(Cn2cc(SCC(N)=O)c3ccccc32)cc1,10,-2,20,2,3,-33,37*,-2,9
Cc1ccc(S(=O)(=O)N2CCN(C(=O)c3cccs3)CC2)cc1C,9,4,12,-11,-3,-3,2,-3,1
CCCCn1c(=O)nc2n(-c3ccc(Cl)cc3)c3ccccc3cc-2c1=O,13,3,9,1,0,-33,-6,4,5
O=C(/C=C/c1ccc2c(c1)OCO2)NCCCN1CCOCC1,9,-29,19,-7,0,-14,-12,2,5
O=C(Nc1nnc(CC(=O)N2CCOCC2)s1)c1cccs1,14,-20,4,-3,-2,1[20 µM],-2,2,1
CCCn1c(SCC(=O)NCc2cccs2)nc2c1c(=O)n(C)c(=O)n2C,6&4,0,1,-4,-1,-19,18,3,-2
C=CCn1c(N)c(C(=O)OCC)sc1=S,11,-27,12,-11,0,-6[20 µM],-13,3,1
CN(C)S(=O)(=O)N(CC(=O)Nc1ccc(F)c(F)c1)c1ccccc1,4,-4,41,2,-8,-8[20 µM],-15,2,0
O=C(CSc1ncn[nH]1)c1ccco1,22,1,2,0,-3,-12[20 µM],2,5,2
CCN(CC)C(=O)c1cn(CCC#N)nc1-c1ccc2c(c1)OCCO2,12,-1,-9,-3,5,-27,-2,1,10
COc1ccc(Oc2nc(C)cc(C)c2C#N)cc1,23,1,-4,-4,2,-17[20 µM],-6,-3,4
Cn1c(SCc2cc(=O)[nH]c3ccccc23)nnc1-c1ccc(Br)cc1,12,-18,16,6,0,-22[20 µM],5,-1,5
O=C(CCCSc1nc2ccccc2[nH]1)NCc1ccccc1F,11,5,12,-12,0,-26,-7,4,8
CCOC(=O)c1sc(NC(=O)COC(=O)Cn2cnc3ccccc32)c(C(=O)OCC)c1C,x,0,10,-6,-1,0,-8,-1,0
COc1cccc(NC(=O)C2CCCCC2)c1,10,-9,18,-1,-3,-24[20 µM],-13,6,1
CCn1cc(C(=O)N2CCN(c3ccccn3)CC2)c2cc(OC)c(OC)cc2c1=O,11,-8,5,-2,-2,-14,-18,8,6
CCCS(=O)(=O)c1c(S(=O)(=O)CCC)c2c3ccccc3ccn2c1C(=O)OC,0,-9,14,2,2,-21[20 µM],-26,0,9
Cc1c(/C=C/C(=O)c2ccccc2)cnn1C,16,-43,31,2,3,-9[20 µM],-9,-5,3
CCOC(=O)c1c(C)[nH]c(C(=O)CSc2nc3ccccc3o2)c1C,16,-5,15,-9,2,-11[20 µM],-25,0,3
Cc1ccc(C)c(N2CCN(CC3CC=CCC3)CC2)c1 (stereo not given),3,-2,-10,-7,0,-19[20 µM],-2,-1,6
O=C(C1CCCN(S(=O)(=O)c2cnc[nH]2)C1)N(CCc1ccccc1)Cc1ccccc1 (stereo not given),25,-9,23,-6,0,-16,-14,-9,6
Cc1ccc(C2CC(=O)N(c3ccc(F)cc3)C3=C2C(=O)CCC3)cc1 (stereo not given),15,-2,7,1,-2,-25[20 µM],-16,0,-1

# Going on with the list:
SMILES,EP2 antag,Tb hexokinase,PPC-1+TRAIL kill,RBBP9 inhibitor,Ba/F3 V617F tox,Furin inh,p47phox inh,p97 ATPase inh,BaF3 tox
COC(=O)/C=C1\N/C(=N\c2nc(C)cc(C)n2)N(c2ccc(Cl)cc2)C1=O,13,-49,-2,4,-2,-1,6,3,3
Cc1cccc(N2CCN(C(=O)C3CCN(S(=O)(=O)N4CCOCC4)CC3)CC2)c1C,10,-8,3,2,-2,-23,7,0,8
O=C(O)CCCCCNc1nc(=S)[nH]c2ccccc12,2,0,3,-10,-3,-19[20 µM],-2,3,-1
COc1cccc(C(=O)NN2c3ccccc3CCc3ccccc32)c1,5,-1,0,-5,-2,-6,3,2,0
CC(C)COc1ccc(C(=O)N(Cc2ccco2)C2CCS(=O)(=O)C2)cc1 (stereo not given),-1,8,16,-5,-1,2,-4,-3,2
S=C(c1ccc(-c2ccc(Br)cc2)o1)N1CCOCC1,3,-7,14,-6,2,-20,-14,1,3
COC(=O)CNC(=O)c1ccccc1C,9,-1,-10,-2,-1,-15[20 µM],-12,2,3
COc1ccccc1/C=N/n1c(N)c(S(=O)(=O)c2cccs2)c2nc3ccccc3nc21,8,-33,21,0,-3,-17[20 µM],-32,1,1
Cc1ccc(S(=O)(=O)N2CCCC2C(=O)Nc2nc3c(s2)CCCC3)cc1 (stereo not given),12,-6,10,-3,0,-22[20 µM],-5,-7,2
CC(c1ccccc1)N1CC(C(=O)N2CCN(c3ccc(F)cc3)CC2)CC1=O (stereo not given),8,-4,4,-4,-2,-15[20 µM],-13,4,3
Cc1ccc(C)c(Nc2nc(N)c3ccccc3n2)c1,15,-8,24,-5,3,-36,-13,0,6
CCOC(=O)Cn1c(=O)oc2cc(S(=O)(=O)N(C)Cc3ccccc3)ccc21,4,1,12,-12,3,-16,-3,-10,1
CN1CCN(c2ccc(NC(=O)c3ccc4c(c3)OCCO4)cc2)CC1,10,-9,12,5,-3,-14,7,3,3
CCCCN1C(=O)CCC(C(=O)O)C1c1ccc(OC)cc1 (stereo not given),5,-2,19,-5,-6,-15,-7,5,0
C=CCn1c(=S)[nH]c2ccc(Br)cc2c1=O,23,0,19,-1,-3,-1[20 µM],-13,11,0

# Full records, quoted from the list. Values in the order: EP2 antag, Tb hexokinase, PPC-1+TRAIL kill, RBBP9 inhibitor, Ba/F3 V617F tox, Furin inh, p47phox inh, p97 ATPase inh, BaF3 tox
# CCCCN1C(=O)CCC(C(=O)O)C1c1ccc(OC)cc1 (stereo not given) is listed as 5, -2, 19, -5, -6, -15, -7, 5, 0
# CC(C)COc1ccc(C(=O)N(Cc2ccco2)C2CCS(=O)(=O)C2)cc1 (stereo not given) is listed as -1, 8, 16, -5, -1, 2, -4, -3, 2

# Single values from the results shown:
# Tb hexokinase, O=C(O)CCCCCNc1nc(=S)[nH]c2ccccc12 : 0
# p97 ATPase inh, CCCCN1C(=O)CCC(C(=O)O)C1c1ccc(OC)cc1 (stereo not given) : 5
# Furin inh, Cc1ccc(C)c(Nc2nc(N)c3ccccc3n2)c1 : -36
# p97 ATPase inh, C=CCn1c(=S)[nH]c2ccc(Br)cc2c1=O : 11
# Ba/F3 V617F tox, CCOC(=O)Cn1c(=O)oc2cc(S(=O)(=O)N(C)Cc3ccccc3)ccc21 : 3

# Bioassay records deposited in PubChem BioAssay by several laboratories.
